ALDH1A1 block: qHTS Assay for Inhibitors of Aldehyde Dehydrogenase 1 (ALDH1A1). AID 1030, 2008. Aldehyde dehydrogenase 1A1 (Homo sapiens), P00352. Potency, µM (series often up to 75.3 µM), for the others: top-dose activity, negative = inhibition, usual class: inhibitors. 220,000 compounds, 7.3% hits. Purified ALDH1A1, NADH fluorescence, propionaldehyde substrate; active = well fitted inhibition curve with a large enough effect, not every such curve was filed as active; inconclusive = small, poorly fitted or top-dose-only effect, or another doubt; inactive = no such curve, though single readings can be large or run the other way;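 also: plate controls were no enzyme wells and a reference inhibitor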
Target sequence (P00352 whole entry, looked up): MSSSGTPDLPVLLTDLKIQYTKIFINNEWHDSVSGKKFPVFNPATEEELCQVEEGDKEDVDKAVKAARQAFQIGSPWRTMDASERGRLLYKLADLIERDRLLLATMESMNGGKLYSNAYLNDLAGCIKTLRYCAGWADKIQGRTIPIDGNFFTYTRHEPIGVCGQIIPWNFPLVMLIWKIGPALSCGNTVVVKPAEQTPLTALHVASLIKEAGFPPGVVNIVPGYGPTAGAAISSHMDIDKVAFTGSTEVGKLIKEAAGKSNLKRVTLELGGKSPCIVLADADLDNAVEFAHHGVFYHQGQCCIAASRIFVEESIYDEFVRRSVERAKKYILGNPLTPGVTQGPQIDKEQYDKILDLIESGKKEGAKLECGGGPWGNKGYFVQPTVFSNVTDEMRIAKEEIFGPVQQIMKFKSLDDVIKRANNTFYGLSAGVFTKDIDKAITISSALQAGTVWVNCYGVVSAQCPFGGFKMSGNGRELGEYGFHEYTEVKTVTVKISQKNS
TRb-SRC2 inh: qHTS for Inhibitors of the Interaction of Thyroid Hormone Receptor and Steroid Receptor Coregulator 2 | 280,000 compounds, 0.065% hits | AID 1469, 2008 | Potency, µM (doses to about 106 µM), inactives show top-dose activity change, negative = inhibition, hits mostly inhibitors | Thyroid hormone receptor beta (Homo sapiens), P10828 | TRbeta-SRC2 peptide binding, fluorescence polarization; receptor liganded with 1 µM T3;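 also: plate controls were bound peptide for no effect and peptide without receptor for full effect; nearly all actives have a fitted effect of over 50% in size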
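Polarization signal, normalized between peptide-alone and full complex controls, measured compound effects on T3-liganded human TRb LBD (0.6 uM) binding 20 nM Texas Red SRC2 peptide after 5 hr.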
TexasRed fluor: Total Fluorescence Counterscreen for Inhibitors of the Interaction of Thyroid Hormone Receptor and Steroid Receptor Coregulator 2 | TRb/SRC2 Texas Red total fluorescence interference | Potency, µM (titrated, usually from 106 µM), for the others: top-dose fluorescence change, negative = quenching | 280,000 compounds, 0.29% hits; active = well fitted curve in either direction with a large enough effect; inconclusive = small, poorly fitted or top-dose-only effect
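Flags fluorescent or light-absorbing compounds by total fluorescence, S + 2P, at 555 nm excitation and 632 nm emission. Mixture: 20 nM Texas Red SRC2 peptide, 0.6 uM human TRb LBD, 1 uM T3, 5% DMSO; compound exposure 5 h at ambient temperature.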
Tau ThT inhib: qHTS for Inhibitors of Tau Fibril Formation, Thioflavin T Binding; 270,000 compounds, 2.1% hits; Microtubule-associated protein tau (Homo sapiens), P10636; Potency, µM (doses to about 57.4 µM), inactives show top-dose activity, negative = inhibition, usual class: inhibitors; recombinant tau K18 P301L, heparin-induced fibrillization, ThT fluorescence; also: nearly all actives have a fitted effect of over 55% in size
Target sequence (P10636 561-689 P618L limits assumed): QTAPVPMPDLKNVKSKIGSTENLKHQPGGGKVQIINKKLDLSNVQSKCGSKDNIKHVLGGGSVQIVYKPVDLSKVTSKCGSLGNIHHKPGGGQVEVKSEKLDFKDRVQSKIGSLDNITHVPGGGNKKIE
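In this qHTS, human K18 P301L tau is incubated with compound and heparin for 6 hr at 37 C, and Thioflavin T fluorescence then reports fibril load.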
Tau fluor cs: Counterscreen qHTS for Inhibitors of Tau Fibril Formation, Fluorescence Polarization. tau K18 P301L Alexa594 fluorescence, heparin fibrillization. Potency, µM (top dose mostly 57.7 µM), without a hit: at the highest dose activity change, negative = decrease. 280,000 compounds, 0.93% hits. AID 1463, 2008; also: nearly all actives have a fitted effect of over 55% in size
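Human tau K18 P301L (15 uM unlabeled, 0.24 uM Alexa 594-labeled) in 100 mM sodium acetate pH 7 with 20 uM heparin, 6 hr at 37 C. ThT 30 uM added, 1 hr ambient; Alexa 594 FP and total fluorescence read at 555/632 nm.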
GLA spleen mod: qHTS Assay for Inhibitors and Activators of Human alpha-Galactosidase From Spleen Homogenate | human spleen homogenate, 4MU-alpha-Gal fluorescence, 40 min | Potency, µM (doses to about 80 µM), without a hit: at the top dose activity change, negative = inhibition, actives largely listed as inhibitors | 240,000 compounds, 0.008% hits;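 also: 0% = enzyme with vehicle and -100% = no enzyme basal signal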
Target sequence (P06280 32-429 limits assumed): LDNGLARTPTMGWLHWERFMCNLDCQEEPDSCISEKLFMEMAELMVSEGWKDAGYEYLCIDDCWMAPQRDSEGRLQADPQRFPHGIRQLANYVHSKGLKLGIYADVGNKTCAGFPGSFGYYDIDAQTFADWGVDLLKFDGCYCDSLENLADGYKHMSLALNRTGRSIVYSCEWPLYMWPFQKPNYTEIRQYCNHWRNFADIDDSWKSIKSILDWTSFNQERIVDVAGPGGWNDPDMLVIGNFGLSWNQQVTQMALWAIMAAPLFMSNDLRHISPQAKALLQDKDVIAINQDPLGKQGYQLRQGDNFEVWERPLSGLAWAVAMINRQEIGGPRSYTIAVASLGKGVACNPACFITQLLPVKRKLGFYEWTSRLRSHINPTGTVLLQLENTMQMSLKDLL
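Human spleen homogenate (1 ug) as enzyme source, 4-methylumbelliferyl-alpha-D-galactopyranoside 1 mM final, citrate/phosphate pH 5.0 with 0.01% Tween-20. Compounds 40 min at 37C, NaOH/glycine stop; fluorescence Ex 365/Em 440, Hill-fit AC50.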
Tau fibril FP: qHTS for Inhibitors of Tau Fibril Formation, Fluorescence Polarization; 280,000 compounds, 0.39% hits; Microtubule-associated protein tau (Homo sapiens), P10636; K18 P301L tau heparin fibrillization, Alexa594 FP, 6 h; Potency, µM (highest dose often 57.7 µM), without a hit: at the highest dose activity, negative = inhibition, most hits filed as inhibitors; also: nearly all actives have a fitted effect of over 55% in size
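Heparin (20 uM) drove fibril formation of recombinant tau K18 P301L, 15 uM unlabeled with 0.24 uM Alexa 594 label, for 6 hr at 37 C in 100 mM sodium acetate pH 7. Fluorescence polarization (555/632 nm) read 1 hr after 30 uM ThT.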
L3MBTL1 block: qHTS Assay for the Inhibitors of L3MBTL1; Lethal(3)malignant brain tumor-like protein 1 (Homo sapiens), Q9Y468; AlphaScreen L3MBTL1–H3K9me1 peptide binding; Potency, µM (top dose mostly 57.1 µM), for the others: top-dose activity, negative = inhibition, usual class: inhibitors; 230,000 compounds, 0.66% hits; also: nearly all actives have a fitted effect of over 60% in size
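AlphaScreen proximity signal between nickel-chelate acceptor and streptavidin donor beads (final 10 ug/mL) reports binding of 50 nM L3MBTL1 to 75 nM biotin-H3 K9me1 peptide; complex incubated with compounds 30 min at room temperature; cefsulodin titration as control.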
* hit, by the source's call; ? = inconclusive; . = no result given; & = joins results of further samples; ! = not confirmed by another sample; [ ] = dose if it differs, or a comment. Unless noted, calls follow the shape of the dose curve; as a rule, active = well fitted curve in the direction sought with a large enough effect; inconclusive = small, poorly fitted or top-dose-only effect, or another doubt; inactive = no such curve, though single readings can be large; an effect the other way counts as inactive or inconclusive. Unless noted, % is scaled to controls: 0 for no effect and ±100 for the full control effect; potency is read from the fitted curve at half-maximal effect.

The first 3 entries as a preview:
#	molecule	ALDH1A1 block	TRb-SRC2 inh	TexasRed fluor	Tau ThT inhib	Tau fluor cs	GLA spleen mod	Tau fibril FP	L3MBTL1 block
1	O=c1[nH]n(CCO)c(=O)c2cccnc12	.	8%	-6%	-3%	-3%	0%	-1%	-2%
2	Cc1ccn2cc(-c3cccc(NC(=O)C(C)C)c3)nc2c1	?	3%	0%	-7%	6%	10%	-1%	-8%
3	Cn1c(=O)n(-c2ccc(F)c(Cl)c2)c(=O)c2sc3ccccc3c21	.	-1%	-1%	?	6%	.	-2%	.

The list itself, from the start:
#	molecule	ALDH1A1 block	TRb-SRC2 inh	TexasRed fluor	Tau ThT inhib	Tau fluor cs	GLA spleen mod	Tau fibril FP	L3MBTL1 block
1	O=c1[nH]n(CCO)c(=O)c2cccnc12	.	8%	-6%	-3%	-3%	0%	-1%	-2%
2	Cc1ccn2cc(-c3cccc(NC(=O)C(C)C)c3)nc2c1	?	3%	0%	-7%	6%	10%	-1%	-8%
3	Cn1c(=O)n(-c2ccc(F)c(Cl)c2)c(=O)c2sc3ccccc3c21	.	-1%	-1%	?	6%	.	-2%	.
4	CCOc1cc(/C=C2\C(=O)N(CCC#N)N=C2C)ccc1OCC(N)=O	-9%	-20%	-3%	-11%	-3%	5%	-5%	-4%
5	CCOc1ccc(C(=O)c2cn(Cc3ccccc3OC)c3cc4c(cc3c2=O)OCCO4)cc1	.	4%	2%	-12%	-17%	.	-4%	.
6	CCCCn1c(=O)c2oc3ccccc3c2n(CC(=O)Nc2ccccc2OC)c1=O	.	11%	2%	1%	-11%	.	-12%	.
7	Cc1cccc(OCC(=O)Nc2cc(C)c(C)cc2O)c1	4%	-1%	2%	?	-5%	7%	10%	1%
8	O=C(NCCc1ccc2c(c1)OCCO2)c1cc2ccccc2o1	-7%	-6%	0%	?	-4%	8%	4%	-3%
9	CC1=C(C(=O)OC2CCCC2)C(c2ccc(Cl)cc2)CC(=O)N1 (centres undefined)	.	3%	1%	-5%	-7%	.	6%	.
10	Cc1ccccc1-n1nc(C)c2cc(C(=O)NC3CC3)sc21	-4%	-17%	2%	-8%	-14%	1%	-5%	.
11	CC(C)CC(=O)NC(=S)Nc1ccc(NC(=O)c2ccco2)cc1	-7%	7%	0%	-14%	-2%	4%	2%	6%
12	CCOc1ccccc1OCCN1CCC(Cc2ccccc2)CC1	-1%	1%	-2%	5%	4%	0%	2%	-6%
13	C=CCOC(=O)CN1C(=O)c2ccccc2C1=O	0%	-5%	-2%	11%	9%	-3%	11%	-4%
14	Cc1cc(C)n(CCc2nc3c4ccccc4nc(N4CCN(c5ccccc5F)CC4)n3n2)n1	.	-3%	-1%	-6%	-5%	.	3%	.
15	CCCCC1=CC2=C(c3ccco3)C(=O)C(C)(OC(=O)c3ccc(OC)cc3)C(=O)C2=CN1Cc1ccc(OC)cc1 (centres undefined)	-12%[13.5 µM]	0%[11.2 µM]	-2%[11.2 µM]	14µM*!	0%[11.6 µM]	-5%[17.5 µM]	?	.

(cont.)
#	molecule	ALDH1A1 block	TRb-SRC2 inh	TexasRed fluor	Tau ThT inhib	Tau fluor cs	GLA spleen mod	Tau fibril FP	L3MBTL1 block
16	Cn1c(=O)c(C(=O)O)nn(-c2ccccc2)c1=O	.	5%	0%	-10%	-13%	.	0%	.
17	C=CCn1c(SCN2C(=O)c3ccccc3C2=O)nc2ccc(Cl)cc2c1=O	-15%	-3%	-2%	-2%	-3%	-3%	3%	4%
18	Cc1cccc(-c2cc(C(=O)NCc3ccccn3)c3ccccc3n2)c1	?	-18%	0%	-16%	-19%	0%	-1%	-3%
19	COCCNC(=O)C(=O)N/N=C/c1cccs1	6%	-5%	-1%	1%	3%	5%	3%	12%
20	Cc1nc2cnccc2n1C	6%	5%	0%	-3%	2%	3%	-1%	-2%
21	Cc1ccc(C)n1-c1nnc(N2CCCC(C(=O)NCc3cccc(Br)c3)C2)s1 (centres undefined)	.	0%	-1%	?	-5%	.	-4%	.
22	COCCSc1ccccc1C(=O)Nc1ccc(Cl)cn1	13%	9%	4%	0%	-3%	-1%	8%	10%
23	COc1ccc(/C=C/C(=O)NC(=S)NNC(=O)c2ccco2)cc1	?	1%	-4%	?	-11%	0%	6%	132%[activator]
24	Cc1ccc(CNC(=O)CN2CCCC(C)C2)cc1 (centres undefined)	-1%	-6%	-5%	-17%	-20%	-2%	8%	.
25	COC(=O)c1[nH]c2ccc(Br)cc2c1NC(=O)C(C)N1CCN(C2CCCCC2)CC1 (centres undefined)	-9%	9%	0%	12%	-13%	12%	11%	-5%
26	CCCCOc1ccc(Cl)cc1CSc1nnc(C)n1N	4%	3%	-3%	5%	7%	-8%	-6%	6%[11.4 µM]
27	O=C(Nc1cccc(Cl)c1)c1ccc(NCC2CCCO2)c([N+](=O)[O-])c1 (centres undefined)	14%	4%	-2%	?	-13%	-2%	-8%	6%
28	CCCc1cc(C(=O)NNC(=S)Nc2cccc(C)c2)cs1	10µM*	-4%	-3%	?	?	-5%	14%	-10%
29	CC(=O)c1cn(CC(=O)NCc2cccnc2)c2ccccc12	16%	-12%	1%	-4%	0%	-8%	-4%	2%
30	COc1ccc(-c2cc(-c3ccccc3)nc(SCC(=O)Nc3ccccc3C)c2C#N)cc1	.	2%	-18%	-2%	-17%	.	-24%	.

The list goes on.
#	molecule	ALDH1A1 block	TRb-SRC2 inh	TexasRed fluor	Tau ThT inhib	Tau fluor cs	GLA spleen mod	Tau fibril FP	L3MBTL1 block
31	O=c1c2c(nc3n1CCCCC3)sc1c(O)cccc12	?	-5%	-7%	?	-22%	-12%	6%	.
32	NC1=NC(=Nc2ccc(Br)cc2)c2ccccc21	5%	1%	2%	?	-17%	-7%	-2%	-7%
33	CCOc1ccc(-c2cc(C(=O)Oc3ccc(C#N)cc3)no2)cc1	.	-3%	3%	?	-5%	.	4%	.
34	O=C(Nc1ccccc1)C1CCCCN1S(=O)(=O)c1ccccc1 (centres undefined)	3%	-2%	4%	-2%	-4%	-7%	5%	8%
35	O=C(NCc1ccccn1)c1ccccc1-c1ccccc1	-3%	3%	0%	-7%	0%	8%	1%	-6%
36	Cc1sc(NC(=O)c2cccnc2)nc1-c1ccccc1	?	2%	-1%	-3%	-5%	-11%	-5%	-7%
37	COc1cccc(OC)c1C(=O)NC(=S)Nc1ccc2c(c1)C(=O)N(C)C2=O	-16%	-8%[53 µM]	-2%[53 µM]	12%	7%	-1%	0%	-13%
38	COC(=O)c1ccc(C(=O)Nc2ccc3nc(-c4cccnc4)[nH]c3c2)cc1	11%	-8%	-5%	-13%	-8%	-2%	-9%	15%
39	CCN(CC)CCC(c1ccc2c(c1)OCO2)c1c(OC)cc(OC)c2c(-c3ccccc3)cc(=O)oc12 (centres undefined)	.	4%&1%	-1%&-1%	?	1%	13%&2%	12%	.
40	c1ccc(Cn2c(CNc3nc4ccccc4n3CCN3CCOCC3)nc3ccccc32)cc1	10%	-9%	1%	-16%	-5%	1%	6%	-16%
41	Clc1ccccc1CSc1ncccn1	4%	1%	1%	6%	-1%	2%	2%	.
42	CC1CCN(C(c2ccc(N(C)C)cc2)c2nnnn2Cc2ccccc2)CC1 (centres undefined)	8.9µM*	-4%	1%	?	?	2%	1%	-4%
43	Cc1ccc(-n2c3nc(=O)[nH]c(=O)c-3cc3c(C)nn(-c4ccccc4)c32)cc1C	.	-3%	-2%	?	-5%	.	-7%	.
44	CC(C)C(NS(=O)(=O)c1cccc2nsnc12)C(=O)NCc1ccc2c(c1)OCO2 (centres undefined)	-2%	1%	0%	-6%	-2%	6%	-1%	.
45	O=C(Nc1scc(-c2cccs2)c1C(=O)O)c1cccs1	6%	5%	-13%	?	-15%	2%	9%	-3%

The list goes on.
#	molecule	ALDH1A1 block	TRb-SRC2 inh	TexasRed fluor	Tau ThT inhib	Tau fluor cs	GLA spleen mod	Tau fibril FP	L3MBTL1 block
46	CCOc1ccccc1NC(=O)N1CCC(NC(=O)c2cccc(C)c2)CC1	2%	2%	-1%	-5%	3%	?	0%	0%
47	N#Cc1cc(C(=O)Cc2ccccc2)c[nH]1	-11%	0%	1%	-7%	-7%	3%	-14%	1%
48	O=C(CC(c1cccs1)N1Cc2ccccc2C1=O)Nc1ccccc1 (centres undefined)	.	-5%	-1%	-5%	-17%	.	-4%	.
49	CC(=O)Nc1nonc1-c1nc2ccccc2n1CCC(C)C	?	2%	1%	?	-17%	2%	0%	-2%
50	COc1cc(/C=C(\C#N)C(=O)N2CCc3ccccc32)ccc1O	.	-2%	-3%	?	-28%	-2%	?	.
51	CC(C)=CCC/C(C)=C/CO/N=C1/C[C@@H](O)[C@@H](O)[C@@H]2[C@H]3C(=O)N(c4ccc(F)cc4F)C(=O)[C@@H]3CC[C@@H]12	-4%[13.5 µM]	-4%[11.2 µM]	1%[11.2 µM]	-7%[11.5 µM]	-15%[11.6 µM]	0%[17.5 µM]	6%[11.6 µM]	.
52	c1ccc(-c2cnc(-c3ccccc3)nc2)cc1	5%	-8%	-1%	-8%	-10%	11%	-5%	.
53	CNC(=O)[C@H]1O[C@@H](n2cnc3c(NCc4cccc(I)c4)nc(Cl)nc32)[C@H](O)[C@@H]1O	-10%	-2%	-2%	-6%	-28%	-2%	-4%	-4%
54	COCCn1c(SCC(=O)Nc2cccc(C)n2)nnc1-c1ccco1	?	9%	0%	-1%	3%	1%	0%	6%
55	COc1ccc(-n2c(SCC(=O)Nc3nccs3)nnc2-c2ccoc2C)cc1	-8%	2%	-6%	-9%	-12%	10%	-9%	.
56	O=C(Nc1ccncc1)C1c2ccccc2Oc2ccccc21	?	10%	-3%	1%	-2%	-3%	5%	10%
57	CC(C)CNc1nc(SCC(=O)Nc2ccccc2)nc(N2CCOCC2)n1	12%	15%	1%	0%	-11%	1%	4%	-9%
58	CCc1cc(C(=O)OC)c(NC(=O)CCCC(=O)O)s1	-2%	-6%	0%	-1%	5%	0%	-4%	5%
